KDM5B inh: blocks human KDM5B histone demethylase activity | 2.6% of 220,000 active | Q9UGL1 | Potency, µM (top dose mostly 57.7 µM), without a hit: at the top dose activity change, negative = inhibition, actives largely listed as inhibitors | KDM5B demethylase, FDH-coupled NADH fluorescence (FDH is formaldehyde dehydrogenase); active = well fitted inhibition curve with a large enough effect; inconclusive = small, poorly fitted or top-dose-only effect; inactive = no such curve, though single readings can be large or run the other way; also: 0% is about no effect; nearly all actives have a fitted effect of over 70% in size
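Inhibition is measured as reduced NADH fluorescence generation from FDH coupling to formaldehyde release. Truncated KDM5BΔAP at 200 nM final acts on H3K4me3 peptide (12.5 µM in substrate mix) in pH 7.5 HEPES buffer with Tween-20, 30 min, room temperature.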
Active calls of the source: *; u = inconclusive; [ ] = remark or other dose. Potency is read from the fitted curve at half-maximal effect. A portion of the library; the hit share may differ from the screen's.

smiles,KDM5B inh
CCN1C(=O)COC[C@@H]1[C@H](O)c1ccc(NC(=O)COC)cc1,22%[86.2 µM]
CC(C)Oc1cccc(C(=O)Nc2ccc3oc(-c4ccncc4)nc3c2)c1,114%[activator]
CN1C(=O)[C@@H]2[C@@H]3C[C@@H]([C@H]4ON=C(c5ccccc5OCC#N)[C@@H]34)[C@@H]2C1=O,16%
Cc1ccc(C)c(N2CCN(C(=O)c3cc4cc([N+](=O)[O-])ccc4oc3=O)CC2)c1,-14%
COc1ccc(F)cc1S(=O)(=O)NCCc1sc2nc(-c3ccc(F)cc3)nn2c1C,-19%
CCN(CC)C(=O)CC[C@@H]1CNC(=O)[C@@H]2C[C@H](NC(=O)Nc3ccccc3)CN12,u
Cc1c(CN(C)CC2(O)CCCN(Cc3ccc(C(C)C)cc3)C2=O)cnn1C (stereo not given),26%
CCOC(=O)c1cc(NC(=O)CC(C)(C)CC(=O)O)ccc1N1CCCCC1,-3%
COc1cccc(NC(=O)Cn2c(=O)n(Cc3ccc(F)cc3)c(=O)c3sc4ccccc4c32)c1,u
OC(CN1CCN(Cc2ccccc2)CC1)c1ccc(Br)cc1 (stereo not given),-19%
Cc1cccc(-c2ccc3c(c2)C(=O)N2CC[C@H](NC(=O)c4cccs4)[C@H]2C(=O)N3)c1C,-9%
CCOc1ccc(NC(=O)CN(c2ccccc2OCC)S(=O)(=O)c2ccccc2)cc1,-5%
Cc1ccncc1C(=O)N1CCN(C(=O)N2CC3CC(C2)[C@H]2CCCC(=O)N2C3)CC1 (stereo not given in full),12%
CCS(=O)(=O)c1ncc(N(Cc2ccco2)Cc2sccc2C)c(C(=O)Nc2ccc(C)cc2C)n1,7%
CC(=O)Nc1ccc(C(=O)N2CCC3(CC2)CN(C(C)=O)Cc2ccccc2O3)cc1,12%[115 µM]
CCC1CSC(Nc2cccc(C)c2)=N1 (stereo not given),17%
NS(=O)(=O)c1cccc(-n2ccnc2-c2cc3n(n2)CCCNC3)c1,0%
COc1cccc(CNC(=O)c2ccc3nc(N4CCCCC4)sc3c2)c1OC,-27%
c1nnc(CC2CCCNC2)n1CC1CC1 (stereo not given),-10%
CCc1noc(CC2CCOC3(CCN(S(=O)(=O)c4ccccc4Cl)CC3)C2)n1 (stereo not given),29%

3 consecutive entries already listed, quoted:
smiles,KDM5B inh
COc1cccc(CNC(=O)c2ccc3nc(N4CCCCC4)sc3c2)c1OC,-27%
c1nnc(CC2CCCNC2)n1CC1CC1 (stereo not given),-10%
CCc1noc(CC2CCOC3(CCN(S(=O)(=O)c4ccccc4Cl)CC3)C2)n1 (stereo not given),29%

Going on with the list.
smiles,KDM5B inh
Cc1ccc(Cl)cc1N1CCN(S(=O)(=O)c2ccc3[nH]c4c(c3c2)CCCCC4)CC1,u
COc1cccc(C(=O)N2CCN(C(=O)c3cn(C)c4ccccc34)CC2)c1,9%
COc1ccc(CNC(=S)N2CCN(Cc3ccccc3)CC2)cc1,u
Cc1ccccc1NC(=O)C(C#N)=C1CCC(C(C)(C)C)CC1 (stereo not given),-19%
O=C(CCC1CCCN(S(=O)(=O)c2ccccc2F)C1)NCCN1CCOCC1 (stereo not given),20µM*
Cc1ccc(Nc2ccc3cc(S(=O)(=O)N4CCC(C)CC4)ccc3n2)c(Cl)c1,u
CN(c1ccccc1)S(=O)(=O)c1ccc(Cl)c(C(=O)OCC(=O)NCc2ccco2)c1,-8%
O=C(Cc1ccccc1Cl)N1CCCC(n2cc(-c3nc(-c4ccccc4)no3)nn2)C1 (stereo not given),0%
O=C(Cn1cccc1C(=O)c1ccccc1)NCc1ccccc1Cl,-9%
Cc1cc(C)c2[nH]c(O)c(N=Nc3ccc(C(=O)O)cc3)c2c1,7%
CC(=O)N1CCC(N(C(=O)Nc2ccc(C)c(F)c2)C(C)C)CC1,-3%
COc1cccc(NC(=O)Cn2c(-c3cnccn3)nc(C)c(CCO)c2=O)c1,-2%
O=C(Nc1ccccc1C(=O)OCc1cc(=O)n2ccsc2n1)c1cccc(F)c1,-10%
Cc1nc2scc(CC(=O)NCC(C)C)n2c(=O)c1-c1cc(C)n(-c2ccc(C(C)C)cc2)n1,28µM*
O=C(c1ccn[nH]1)N1C[C@@H](COCC2CC2)[C@H](c2ccccn2)C1,30%
Cn1nccc1CCC(=O)N[C@@H]1CCOC[C@H]1Oc1ccccn1,39%[activator]
CN1C(=O)c2cccn2CC1CNC(=O)Nc1ccc2c(c1)OCCO2 (stereo not given),12%
C=CCn1c(-c2cccs2)cn2cc(C(=O)NC(CC)CO)nc2c1=O (stereo not given),-13%
CC(CCc1ccccc1)NC(=O)N1CCN(S(=O)(=O)c2ccc(F)cc2)CC1 (stereo not given),-11%
O=C(c1ccccn1)N1CCCC(Cc2nc(C3CCOCC3)no2)C1 (stereo not given),22%

Single values from above:
For KDM5B inh, `O=C(c1ccccn1)N1CCCC(Cc2nc(C3CCOCC3)no2)C1` (stereo not given) is listed with 22%
For KDM5B inh, `CC(=O)N1CCC(N(C(=O)Nc2ccc(C)c(F)c2)C(C)C)CC1` is listed with -3%
For KDM5B inh, `Cc1nc2scc(CC(=O)NCC(C)C)n2c(=O)c1-c1cc(C)n(-c2ccc(C(C)C)cc2)n1` is listed with 28µM*
For KDM5B inh, `CC(CCc1ccccc1)NC(=O)N1CCN(S(=O)(=O)c2ccc(F)cc2)CC1` (stereo not given) is listed with -11%
For KDM5B inh, `C=CCn1c(-c2cccs2)cn2cc(C(=O)NC(CC)CO)nc2c1=O` (stereo not given) is listed with -13%

Later entries:
smiles,KDM5B inh
O=C(Nc1ccc2[nH]ncc2c1)c1nn(-c2ccccc2)c(=O)c2ccccc12,8%
CC1(C)Cc2c(sc3c2c2nc(Cc4ccccc4)nn2c(=O)n3CC(=O)N2CCCCC2)CO1,11%
CC1(C)OC(c2ccccc2)=C/C(=C\C=N\NC(=O)c2ccncc2)O1,u
COc1cc(OC)cc(C(=O)Nc2ccc(S(=O)(=O)Nc3onc(C)c3C)cc2)c1,u
Cc1nc2scc(CC(=O)N3CCOCC3)n2c(=O)c1-c1cc(C)n(-c2ccc(F)cc2)n1,u
Cc1cc(C(=O)NC2CC(C)(C)Cc3nc(C(C)(C)C)ncc32)n[nH]1 (stereo not given),8%
COc1ccc(-n2c(=O)c3sc4ccccc4c3n(C)c2=O)cc1,-14%
CCOC(=O)C1CCCN(C(=O)C2CCN(S(=O)(=O)c3c(C)noc3/C=C/c3ccc(C)cc3)CC2)C1 (stereo not given),-39%
CCOC(=O)c1c(S(=O)(=O)NCC(=O)Nc2cc(C)ccc2C)c(C)n(C)c1C,17%
Clc1ccc(N=Cc2c(Cl)cccc2Cl)cc1Cl,-12%
Cc1cc(C)c2oc(C(=O)N(Cc3ccc(F)cc3)c3ccccn3)cc(=O)c2c1,-6%
O=C1[C@@H]2C[C@@H](CN2Cc2ccc(Cl)cc2)Oc2ccccc2N1Cc1ccccc1,u
CSc1nc2sc3c(c2c(=O)n1-c1ccccc1)CCC(C(C)(C)C)C3 (stereo not given),-8%
Cc1noc(-c2ccn3c(CNC(=O)c4ccccc4Cl)nnc3c2)n1,28µM*
COC(=O)CC(NC(=O)c1cccc(CS(C)(=O)=O)c1)c1ccc(F)cc1 (stereo not given),7%
CC1CCC2(CC1)NC(=O)N(CC(=O)Nc1ccc(F)c(Cl)c1)C2=O (stereo not given),-7%
O=C(O)/C=C(/CC(=O)O)C(=O)O,-19%
O=C(Nc1cccc(NC(=O)c2c(F)cccc2F)n1)c1c(F)cccc1F,12%
Cc1cc(C)nc(-n2nc(C)c3c2N(Cc2ccccc2)C(=O)CC3c2ccc(Cl)cc2)n1 (stereo not given),-1%
NS(=O)(=O)c1ccc(NC(=O)COC(=O)c2cc3ccccc3cc2O)cc1,6%

Ordered by length of the SMILES (lowest first): part of the list above.
smiles,KDM5B inh
Cc1noc(-c2ccn3c(CNC(=O)c4ccccc4Cl)nnc3c2)n1,28µM*
CC1CCC2(CC1)NC(=O)N(CC(=O)Nc1ccc(F)c(Cl)c1)C2=O (stereo not given),-7%
NS(=O)(=O)c1ccc(NC(=O)COC(=O)c2cc3ccccc3cc2O)cc1,6%

The listing continues:
smiles,KDM5B inh
CN1CC(=O)N(c2cccnc2)Cc2c1ncnc2N1CCCCC1,18%[86.2 µM]
O=C(c1ccsc1)N1CCC2(CC1)CN(C1CCC1)CC2CO (stereo not given),u
Cn1nc(C(=O)Nc2ccc(Br)cc2F)c2ccccc2c1=O,-9%
CC(=O)N1CCCC(C(=O)NCCc2csc(-c3ccncc3)n2)C1 (stereo not given),22µM*
CC(NC(=O)c1nn(-c2ccccc2)c(=O)c2ccccc12)C1CC1 (stereo not given),-2%
Cc1oc(-c2cccs2)nc1CC(=O)NCC1CCCO1 (stereo not given),u
COc1ccc(C(=O)N2CC(c3nnc(-c4ccc(C)cc4)o3)C3(CCOCC3)C2)c(C)c1 (stereo not given),17%
CCNC(=O)N(C1CC1)C1CCOC2(CCN(C(=O)C3(c4ccccc4)CC3)CC2)C1 (stereo not given),-13%
COCCNC(=O)C(NC(=O)c1ccccc1Cl)C1CCN(C(=O)c2ccc(OC)cc2)CC1 (stereo not given),-5%
CC(C)c1ccc(Nc2c(-c3ccsc3)nc3ccc(Cl)cn23)cc1,-23%
Cc1ccc(C)c(S(=O)(=O)N2CCN(C(=O)Cc3sc(C)nc3-c3ccc(F)cc3)CC2)c1,12%
CCn1cc(C(=O)N2C[C@@H](COC)[C@H](C(=O)NC)C2)cn1,5%
CCN(CC)C(CNC(=O)Nc1cccc(C(=O)N2CCOCC2)c1)c1ccsc1 (stereo not given),6%
COc1cccc(NC(=O)CCC2CCN(C(=O)Cc3cccc(F)c3)CC2)c1,13%
Cn1c(=O)cc(SCC(=O)N2CCN(c3ccccc3)CC2)c2ccccc21,u
Cc1ccc(OCCOc2ccc(Br)cc2/C=C(/C#N)c2ccccc2)cc1,7%
O=C(Cc1ccccc1F)N1CCC(c2noc(-c3cccnc3)n2)C1 (stereo not given),5%
O=C(Cc1cccc(F)c1)N1CCN(C(=O)c2nnn3c2COC(c2ccccc2)C3)CC1 (stereo not given),23%
CCN(Cc1ccc(C)cc1)Cc1cc(=O)oc2ccc(OC)cc12,44%[activator]
O=C(O)c1cccnc1SC(F)F,13%
COc1ccc(NC(=O)Cc2c(C)c3c(O)cc(C)cc3oc2=O)c(OC)c1,-1%
CN(Cc1ccco1)C(=O)c1cc(-c2ccccn2)nc2ccccc12,-7%
CNC(=O)[C@@H](C1CCCCC1)N1CCC[C@H]1C(=O)N(C)CCN(C)C,-17%[86.2 µM]
NS(=O)(=O)c1cccc(NC(=O)C2CC(=O)N(Cc3ccco3)C2)c1 (stereo not given),23%
Cc1cc(C)cc(NC(=O)c2ccc3c(c2)nnn3C2CCCC2)c1,u
O=C(/C=C/c1ccc2ccccc2c1)c1cccnc1,-25%
Cc1ccc(CN2CCc3nc(C(C)C)nc(-c4ccc(O)cc4)c3C2)cc1,u
COc1ccc(Nc2nc(N3CCN(c4ccccc4)CC3)c3cnn(C)c3n2)cc1OC,u
Cc1ccc(C(=O)COC(=O)C2C3CC4C(OC(=O)C42)C3Br)cc1 (stereo not given),19%
Cc1cccc(CC(=O)N2CCN(C(=O)c3ccco3)CC2)c1,2%
COc1ccc(CNC(=O)c2cc3c(=O)oc4ccc(C)cc4c3s2)c(OC)c1,-16%
Cc1nn(-c2ccc(Cl)cc2)c(NC(=O)C(C)C)c(-c2ccccc2)c1=O,33%[activator]
O=C(COC(=O)c1ccc(-c2ccc([N+](=O)[O-])cc2)o1)Nc1ccc(Cl)cc1C(F)(F)F,-14%
COc1ccc(N(C(=O)c2ccc(C(C)(C)C)cc2)S(=O)(=O)c2ccc(Cl)cc2)cc1,-24%
COCc1ccc(C(=O)N(C)C2CCCN(Cc3ccccc3F)C2)o1 (stereo not given),14%
Cc1ccc(C(=O)c2cn(Cc3ccccc3C)c3nc(C)ccc3c2=O)cc1,-18%
COCc1nc(C2CCN(C(=O)c3ccccn3)C2)no1 (stereo not given),-6%
O=C(NCCc1ccccc1)N1CCC(c2noc(-c3ccncc3)n2)C1 (stereo not given),-9%
O=C(COc1ccccc1)Nc1ccc2ncnc(N3CCCCC3)c2c1,-1%
Cc1ccc(CCNC(=O)c2ccc3c(c2)N(C)C2CCCCN2C3=O)cc1 (stereo not given),u
Cc1ccc(NC(=O)c2cnn3c(C(F)F)cc(-c4ccccc4)nc23)c(C)c1,1%
O=C(c1ccncc1)N1CCC2(CC1)CC(N(Cc1ccc(F)cc1)C1CC1)CCO2 (stereo not given),32µM*
O=C(/C=C/c1ccc2ccccc2c1)c1cc2ccccc2o1,-6%
Cc1ccc2c(=O)cc(CSc3nnc(-c4ccccc4)n3C)[nH]c2c1C,-7%
CCOc1ccccc1NC(=O)C1CCCN1S(=O)(=O)c1ccc2c(c1)C(C)(C)C(=O)N2C (stereo not given),-16%
CCCn1c(N2CCN(Cc3ccc(Cl)c(Cl)c3)CC2)nc2c1c(=O)[nH]c(=O)n2C,3%
O=C1CCN(C(=O)[C@H](Cc2ccccc2)NC(=O)NC2CCCCC2)CCCOCCN1,2%
CC(=O)c1ccc2c(c1)OCCOCCOCCO2,-4%

Source: PubChem
